AHR activator: human AHR activation | 2.5% of 320,000 active | P35869 | activation, % at 5 µM | AHR-responsive luciferase reporter cells, luminescence; in the data active = activation above about 47%;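 also: 0% = vehicle wells and 100% = reference agonist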
Target sequence (P35869 whole entry, looked up): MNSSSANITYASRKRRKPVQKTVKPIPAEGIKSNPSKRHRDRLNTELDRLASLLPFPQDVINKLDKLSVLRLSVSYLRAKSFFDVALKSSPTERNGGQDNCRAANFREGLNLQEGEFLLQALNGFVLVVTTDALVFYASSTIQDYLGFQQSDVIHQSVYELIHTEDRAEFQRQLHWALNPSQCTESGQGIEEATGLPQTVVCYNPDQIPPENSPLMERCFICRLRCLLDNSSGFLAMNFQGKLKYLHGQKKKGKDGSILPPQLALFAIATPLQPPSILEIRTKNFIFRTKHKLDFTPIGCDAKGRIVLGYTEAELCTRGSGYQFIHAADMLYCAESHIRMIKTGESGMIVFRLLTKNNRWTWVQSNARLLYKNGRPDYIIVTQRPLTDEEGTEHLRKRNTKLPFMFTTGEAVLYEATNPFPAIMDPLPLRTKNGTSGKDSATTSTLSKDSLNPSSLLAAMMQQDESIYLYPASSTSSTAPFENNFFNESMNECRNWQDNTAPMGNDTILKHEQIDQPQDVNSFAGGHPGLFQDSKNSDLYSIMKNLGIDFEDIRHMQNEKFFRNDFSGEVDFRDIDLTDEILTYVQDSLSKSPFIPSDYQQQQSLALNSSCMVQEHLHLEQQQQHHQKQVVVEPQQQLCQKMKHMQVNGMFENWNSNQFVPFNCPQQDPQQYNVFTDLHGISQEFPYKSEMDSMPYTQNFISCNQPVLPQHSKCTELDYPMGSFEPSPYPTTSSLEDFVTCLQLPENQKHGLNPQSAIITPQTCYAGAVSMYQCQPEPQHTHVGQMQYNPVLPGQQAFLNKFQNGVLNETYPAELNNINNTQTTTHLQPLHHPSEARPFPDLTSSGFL
Yeast superoxide: lowers age-related superoxide in aged yeast cells; superoxide response (% of plate mean), % at 10 µM; AID 2690; S. cerevisiae aged cells, superoxide DHE fluorescence; stronger effect = lower value; 0.18% of 330,000 active;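 active = superoxide response under a set limit, about three screen SD below normal, cut at about 65% in these data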;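 also: yeast aged for seven days with compound at 30 °C before DHE staining; 100% = average MFI of all compound-treated wells on the plate with controls excluded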
Efflux pump inh: blocks antifungal efflux pumps in multiplex yeast assay; 0.44% of 330,000 active; S. cerevisiae Candida pump triplex, Nile Red efflux; inhibition, % at 10 µM;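 active = plate passing quality check with inhibition over a set limit, or well fluorescence over plate mean plus 4 SD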;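 also: Nile Red retained in pooled yeast measured as flow cytometry median fluorescence; 0% = buffer negative control and 100% = Enniatin B positive control; higher means more Nile Red kept so more efflux inhibition; some compounds called inactive have numbers as strong as hits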
LAP4-GFP MLPCN: yeast TOR pathway LAP4-GFP modulation. S. cerevisiae LAP4-GFP multiplex, flow cytometry GFP, 3 h; median GFP as percent of DMSO wells. GFP response vs DMSO, % at 10 µM. 0.34% of 320,000 active. AID 2023;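 active = GFP response vs DMSO above a set limit, about the screen mean plus 3 SD, cut at about 150% in these data; inconclusive = under 70 cell events counted for the yeast strain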
MEP2 TOR yeast: modulators of TOR pathway MEP2-GFP in S. cerevisiae | S. cerevisiae MEP2-GFP strain, flow cytometry GFP, 3 h; 100% = DMSO control level | GFP response vs DMSO, % at 10 µM | 0.51% of 330,000 active | AID 2016;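 active = GFP response versus DMSO above a set limit, roughly screen mean plus 3 SD, cut at about 180% in these data; inconclusive = fewer than 70 cells counted for a yeast strain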;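 also: median GFP fluorescence of the barcode-gated MEP2-GFP cells per well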
CIT2 TOR yeast: yeast TOR pathway CIT2-GFP modulation | 0.065% of 320,000 active | GFP response vs DMSO, % at 10 µM | S. cerevisiae CIT2-GFP strain, flow cytometry, 3 h; 100 means same as DMSO wells;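 active = GFP response relative to DMSO above a set limit, near the screen mean plus 3 SD, cut at about 150% in these data; inconclusive = Fewer than 70 cells measured for a yeast strain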;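 also: ratio of well median GFP fluorescence to mean of DMSO wells on the plate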
AGP1 TOR yeast: modulators of TOR pathway AGP1-GFP in S. cerevisiae. S. cerevisiae AGP1-GFP multiplex flow cytometry, 3 h; GFP as percent of DMSO wells. GFP response vs DMSO, % at 10 µM. 0.02% of 320,000 active. AID 2066;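 active = GFP response relative to DMSO above a set limit, near screen average plus 3 SD, cut at about 150% in these data; inconclusive = fewer than 70 cells counted for the yeast strain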;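 also: median GFP channel fluorescence of the gated AGP1 strain per well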
RPL19A TOR yeast: alters RPL19A-GFP fluorescence in TOR pathway yeast screen; 0.3% of 330,000 active; percent response vs DMSO, % at 10 µM; AID 2025; S. cerevisiae RPL19A-GFP strain, flow cytometry, 3 h; stronger effect = lower value;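 active = percent response vs DMSO below 50%; inconclusive = fewer than 70 events counted for the yeast strain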;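 also: median channel GFP fluorescence of the barcoded RPL19A-GFP strain; ratio of sample median GFP to plate DMSO average so 100% = DMSO; lower means less RPL19A-GFP as with rapamycin TOR inhibition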
* marks the source's active call; other numbers are inactive results; u = inconclusive; x = no result given; [ ] = another dose, or the depositor's remark.

SMILES	AHR activator	Yeast superoxide	Efflux pump inh	LAP4-GFP MLPCN	MEP2 TOR yeast	CIT2 TOR yeast	AGP1 TOR yeast	RPL19A TOR yeast
O=[N+]([O-])c1cnc2ccccc2c1	16.7	105.0	-0.7	84.2	95.7	106.8	97.4	98.6
COn1c(SCc2ccc(Cl)cc2)nc2ccccc2c1=O	-8.8	95.3	-0.1	83.8	102.0	88.9	106.6	97.2
CCN(CC(=O)NCc1cccs1)C(=O)c1ccc(Cl)c(Cl)c1	-1.3	100.5	-0.3	114.8	104.7	103.0	111.7	107.1
CCN(CCO)c1ncnc2c1sc1nc(C(C)C)c3c(c12)CC(C)(C)OC3	0.9	93.6	0.2	99.0	97.6	101.6	96.7	98.4
COc1ccc(CNC(=O)C2CCN(S(=O)(=O)c3ccc4c(c3)CC(C)N4C(=O)C3CC3)CC2)cc1 (configuration not stated)	1.4	117.9	0.4	101.1	99.6	104.3	103.5	99.3
O=C(CNC(c1ccccc1)c1ccccc1)Nc1ccccc1-c1ccccc1	1.8	82.7	-0.2	95.8	97.5	91.8	101.7	101.3
NC1=NC(=Nc2ccccc2)c2ccccc21	-4.7	100.4	0.5	79.0	102.5	94.7	92.0	96.9
O=C(NCCO)c1cc2ccccc2c(=O)s1	-4.9	110.0	0.0	101.1	105.9	102.1	105.3	x
COc1c(C)cccc1C(=O)NC(=S)Nc1ccccc1N1CCCC1	15.6	97.6	0.0	104.9	93.4	95.7	97.8	102.4
Cc1ccc(/C=N\NC(=O)Cc2cccn2C)o1	3.0	90.6	-0.2	101.6	103.7	107.0	96.5	97.0
Cc1cc(C(=O)NC(=S)Nc2cccc(C(=O)O)c2C)ccc1[N+](=O)[O-]	0.7	100.7	-0.1	116.1	97.3	99.3	98.6	95.3
CCCn1nnc(NC(=S)NC(=O)/C=C/c2ccc(Cl)cc2)n1	2.4	119.6	0.0	109.7	99.6	103.7	99.2	99.3
c1ccc(C2COC(c3cccs3)=N2)cc1 (configuration not stated)	0.0	103.7	0.0	100.7	97.6	90.2	x	93.5
N#Cc1ccc(NC(=O)Cn2cnc(S(=O)(=O)N3CCCCC3)c2)cc1	-0.5	115.3	0.3	99.9	107.0	96.7	103.5	103.8
CC(C)CC(NC(=O)/C(=C/c1ccco1)NC(=O)c1ccc(Br)o1)C(=O)O (configuration not stated)	0.6	104.0	0.1	93.7	99.4	98.0	94.0	101.1
CCOC(=O)C(Oc1ccc(=O)[nH]n1)C(C)=O (configuration not stated)	0.0	98.4	-0.2	100.5	99.0	106.2	101.8	99.3
O=C1c2cccc3cccc(c23)C(=O)N1CCN1CCN(C(=S)Nc2ccccc2)CC1	98.0*	105.4	-0.2	91.0	99.8	95.9	97.2	100.8
CCCCn1c(=NC(=O)c2ccco2)c(C(=O)OCC)cc2c(=O)n3ccccc3nc21	2.7	94.4	0.2	103.1	97.1	103.4	102.9	101.6
COc1ccccc1Oc1ccc(N/C=C/C(=O)C(C)(C)C)cc1	3.2	83.4	0.1	91.3	107.1	100.9	95.5	108.8
CC(C)C(=O)N1CCN(c2ccccc2NC(=O)COc2ccc(C3CCCCC3)cc2)CC1	x	100.3	0.1	63.5	91.2	96.7	86.1	106.8
O=C(C1CCN(S(=O)(=O)c2cnc[nH]2)CC1)N1CCn2c1nc1ccccc12	-1.1	117.5	0.1	97.3	103.9	93.3	101.3	100.5
O=C(CCNC(=O)c1ccccc1Cl)Nc1nc2ccc(F)cc2s1	16.3	109.7	-0.2	93.0	99.3	97.7	99.9	102.4
O=C(OCC(=O)N1CCN(C(=O)c2ccco2)CC1)c1cncc(Br)c1	2.1	109.1	0.1	95.5	115.6	76.2	34.1	98.5
CCCn1c(NC(=O)c2ccccc2Br)nc2ccccc21	47.3*	101.8	-0.4	99.2	96.3	100.3	93.0	104.1
O=C1COc2ccc(S(=O)(=O)NCCc3ccccc3)cc2N1	-0.2	113.4	0.0	95.3	104.8	104.5	100.4	105.4
New compounds follow.
SMILES	AHR activator	Yeast superoxide	Efflux pump inh	LAP4-GFP MLPCN	MEP2 TOR yeast	CIT2 TOR yeast	AGP1 TOR yeast	RPL19A TOR yeast
COC(=O)c1ccc(NC(=S)NCc2ccco2)cc1	2.0	98.0	-0.1	98.5	95.7	97.4	100.5	99.5
CCCOP(=O)(OCCC)C(Nc1cccc(C(F)(F)F)c1)c1ccc(C)cc1 (configuration not stated)	1.8	111.3	0.3	119.2	109.6	100.5	112.3	110.5
COc1cc(/C=C/C(=O)OCC(=O)NCc2ccccc2OC)ccc1O	-3.6	107.8	-0.1	93.7	93.3	78.9	101.9	88.3
Nc1nnn(CC(=O)N/N=C/c2ccc(Cl)cc2Cl)n1	0.2	95.0	0.0	109.7	102.7	103.0	109.2	107.6
O=C(COC(=O)c1ccc2c(c1)OCO2)Nc1ccccc1	2.1	101.8	-0.1	94.1	90.1	93.4	87.5	93.1
Cn1c(SCC(=O)NCCc2ccccc2)nc2c([nH]c3ccccc32)c1=O	118.2*	103.5	0.2	88.3	100.5	95.6	94.2	99.7
COC(=O)C1=C(N)c2ccccc2C1(C#N)c1ccccc1 (configuration not stated)	-0.2	101.9	0.1	98.8	99.0	101.3	99.2	95.6
CC(=O)c1cc(C#N)c(SCc2ccccn2)nc1C	5.0	118.7	0.0	117.9	109.7	103.0	108.9	103.2
Cn1ccnc1C(=O)c1cc(=O)c2ccccc2o1	4.1	110.9	0.1	95.0	98.4	93.7	93.1	91.7
COc1ccc(OC)c(/C=C/C(=O)OCC(=O)N2CCCC2)c1	0.5	96.5	0.1	102.3	101.1	97.1	96.1	99.7
Nc1nonc1-n1nnc(C(=O)N/N=C/c2ccc(Cl)cc2Cl)c1CN1CCCCC1	1.3	96.8	0.4	95.4	94.7	99.9	98.7	98.2
CCCN1C(=O)/C(=C/c2ccc(N3CCCC3)c(C)c2)NC1=S	17.5	105.4	0.0	124.4	115.8	101.7	91.2	100.9
CCOc1ccc(CNC(=O)CCCC(=O)n2ncc3cc(C)ccc32)cc1	2.8	122.4	0.0	90.1	99.8	95.5	94.1	100.4
Cc1ccc(CSCC(=O)N2CCCC2)cc1	-2.4	87.4	0.3	98.8	105.2	100.6	95.4	110.4
Cc1c(C(=O)Nc2ccc3nc(N4CCOCC4)sc3c2)oc2ccccc12	24.0	115.3	0.8*	111.0	102.1	96.2	101.2	97.7
COc1ccc(C(=O)Nc2ccnn2C2CCN(Cc3ccncc3)CC2)cc1	-0.4	96.6	-0.1	109.5	96.9	100.5	100.4	100.3
OCC1(Cc2ccc(Cl)cc2)CCN(Cc2ccc(Oc3ncccn3)cc2)CC1	0.7	110.6	-0.1	101.0	101.7	108.5	105.0	101.5
O=C(Nc1ccccc1)c1cccnc1NCCc1ccccc1	17.3	93.0	4.0	93.7	102.0	97.4	92.3	99.2
O=C(Cc1ccsc1)N1CCN(S(=O)(=O)c2cccc(F)c2)CC1	2.1	93.7	-0.1	103.9	102.3	102.3	105.8	99.2
Cc1nc2c(ncn2-c2ccccc2)c(=O)n1NC(=O)CN1CCCC1	0.2	102.3	-0.1	88.6[may fluoresce violet]	193.8*[may fluoresce violet]	u	u	27.7*[may fluoresce violet]
CC(c1ccco1)N(C(=O)c1cc(Cl)cc(Cl)c1)c1ccccn1 (configuration not stated)	1.6	101.3	0.1	96.4	102.0	106.6	110.2	103.2
COC(=O)c1ccc(C(c2c(N)n(Cc3ccccc3)c(=O)n(C)c2=O)N2CCOCC2)cc1 (configuration not stated)	2.3	103.5	0.0	94.5	104.7	95.9	91.8	95.1
c1ccc(-c2ccc(C3CCCN3)cc2)cc1 (configuration not stated)	3.9	95.0	-0.1	x	102.9	98.4	101.5	97.8
CCn1nc(C)c(Br)c1-c1nc(CS(=O)(=O)c2ccsc2)no1	0.8	92.2	-0.1	128.9	103.8	99.2	97.2	98.1
CCC(=O)N1CCc2cc(S(=O)(=O)CCC(=O)NCCc3ccccc3)ccc21	-0.8	103.5	0.1	101.0	102.5	101.5	103.0	104.1

MEP2 TOR yeast, entries above that show a hit
structure,AHR activator,Efflux pump inh,LAP4-GFP MLPCN,MEP2 TOR yeast,CIT2 TOR yeast,AGP1 TOR yeast,RPL19A TOR yeast
Cc1nc2c(ncn2-c2ccccc2)c(=O)n1NC(=O)CN1CCCC1,0.2,-0.1,88.6[may fluoresce violet],193.8*[may fluoresce violet],u,u,27.7*[may fluoresce violet]

Other structures
SMILES	AHR activator	Yeast superoxide	Efflux pump inh	LAP4-GFP MLPCN	MEP2 TOR yeast	CIT2 TOR yeast	AGP1 TOR yeast	RPL19A TOR yeast
O=S(=O)(CC12C3C4C5C1C2C(Br)(C43)C51OCCO1)c1ccccc1 (configuration not stated)	1.3	109.5	0.0	98.8	103.2	104.3	99.9	101.5
COc1ccccc1CC(=O)NCCc1ccc(S(N)(=O)=O)cc1	27.9	116.1	0.0	103.2	105.3	102.1	102.0	97.9
CC(=O)N1CCN(C(=O)c2cc(S(=O)(=O)NCc3ccccc3)ccc2C)CC1	-1.4	93.2	0.0	86.2	95.5	96.9	96.4	74.7
Cc1cccc(COCC(Cc2ccccc2)N2CCN(C(=O)c3ccc(C(F)(F)F)cc3)CCC2=O)c1 (configuration not stated)	1.6	95.1	0.0	116.0	88.8	72.4	78.1	98.1
CCOC(=O)c1ccc(N2C(=O)CC(N3CCN(Cc4ccccc4)CC3)C2=O)cc1 (configuration not stated)	1.1	110.9	0.1	83.8	81.9	80.4	81.7	86.1
COc1ccnc(CS(=O)c2nc3cc(OC(F)F)ccc3[nH]2)c1OC (configuration not stated)	28.5	83.4	0.0	107.3	97.9	97.6	100.4	102.5
CCn1c(C)nc2cc(C(=O)NNC(=S)Nc3ccc(Cl)cc3)ccc21	1.2	89.3	0.1	114.8	100.5	93.4	108.0	98.8
COc1ccc(NC(=S)N(CCc2c(C)[nH]c3ccc(C)cc23)Cc2cccnc2)cc1	53.9*	90.1	-0.4	102.4	110.7	98.2	105.3	97.6
CCOC(=O)c1ccccc1NC(=O)C1CCCO1 (configuration not stated)	12.2	94.3	-0.1	87.9	102.4	111.5	102.2	104.0
COC(=O)c1ccc(Nc2ccc3nonc3c2[N+](=O)[O-])cc1	1.1	95.5	0.1	99.5	110.5	105.1	105.9	106.8
CCOc1ccc(S(=O)(=O)Nc2ccccc2SC)c2cccnc12	2.6	98.3	-0.1	99.6	105.8	93.8	97.8	99.2
CCc1ccc(NC(=O)C2=CC(c3ccc(OC)cc3)=NS(=O)(=O)N2C)cc1	4.7	98.5	0.0	103.0	98.7	101.8	102.4	100.3
CCCc1nc(-c2ccccc2)c(-c2ccc(OC)c(OC)c2)c(=O)[nH]1	2.4	98.7	1.1	109.5	120.9	107.5	99.4	100.8
CC1(c2nnc(-c3ccccc3)o2)CC(c2c(Cl)cccc2Cl)=NO1 (configuration not stated)	-2.0	103.0	0.0	130.3	85.5	98.5	87.0	98.7
O=C(CCS(=O)CCC(=O)NCc1ccccc1)NCc1ccccc1	1.0	93.3	0.0	97.0	104.5	88.5	109.4	102.6
CCCNS(=O)(=O)c1ccc(NC(=O)Cc2cccs2)cc1	5.4	106.6	0.2	101.3	100.5	99.6	99.3	101.0
COc1cnc(-c2ccccc2)[nH]c1=O	1.2	91.3	0.0	96.9	101.0	100.4	100.5	103.1
CC(=O)Nc1ccc(N2C(=O)CC(Sc3nccc(C)n3)C2=O)cc1 (configuration not stated)	-0.8	98.5	0.0	89.5	95.4	108.8	99.9	103.0
COCCNC(=O)C(=O)NCC(c1ccc2c(c1)OCO2)N1CCN(c2ccc(F)cc2)CC1 (configuration not stated)	-1.3	115.7	0.2	96.0	92.6	97.8	103.1	95.6
CCOc1c(Br)cc(CNc2ccc3c(c2)OCCO3)cc1OC	2.6	114.6	0.1	97.4	98.8	94.1	96.9	98.0

Screens from PubChem.
